Assay outcomes as filed in PubChem BioAssay.
sgs1 mgt1 – NCI yeast anticancer drug screen, S. cerevisiae sgs1 mgt1 strain; growth inhibition, % at 50 µM; 10% of 78,000 active;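 also: 0% = growth of vehicle-only cultures of the same strain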
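This yeast growth screen uses a strain with defined DNA-repair lesions; compound-treated growth is compared with vehicle-treated growth.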
yeast mec2-1 – NCI yeast anticancer drug screen, S. cerevisiae mec2-1 strain | growth inhibition, % at 50 µM | 9% of 79,000 active;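 also: 0% = growth of vehicle-only cultures of the same strain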
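Each compound was tested on mec2-1 yeast, a strain altered in DNA damage repair or cell cycle control. Growth inhibition is reported relative to vehicle.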
cln2 rad14 – NCI yeast anticancer drug screen, S. cerevisiae cln2 rad14 strain; 8.3% of 78,000 active; growth inhibition, % at 50 µM;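 also: 0% = growth of vehicle-only cultures of the same strain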
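cln2 rad14 yeast strain; compound exposure; growth inhibition read vs vehicle controls.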
yeast bub3 – NCI yeast anticancer drug screen, S. cerevisiae bub3 mutant strain; % growth inhibition at 50 µM; 9.9% of 78,000 active; AID 167, 2004;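 also: 0% = growth of vehicle-only cultures of the same strain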
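Part of a panel of yeast mutants defective in DNA damage repair or cell cycle regulation. Each strain is grown with compound, and inhibition is calculated relative to solvent-treated cultures.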
mlh1 rad18 – NCI yeast anticancer drug screen, S. cerevisiae mlh1 rad18 strain. growth inhibition, % at 50 µM. 11% of 79,000 active;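 also: 0% = growth of vehicle-only cultures of the same strain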
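In this whole-cell yeast screen, a strain with altered DNA damage repair is challenged with compound, and its growth is measured against matched vehicle-treated controls.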
yeast rad50 – NCI yeast anticancer drug screen, S. cerevisiae rad50 strain | % growth inhibition at 50 µM | 10% of 79,000 active;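 also: 0% = growth of vehicle-only cultures of the same strain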
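Growth of the mutant yeast was measured after compound exposure and referenced to vehicle-treated cultures.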
Numbers without * were called inactive; & = joins results of further samples. Rule as the data show it: active = growth inhibition above about 70%; inactive = the rest.

Below each SMILES: sgs1 mgt1, yeast mec2-1, cln2 rad14, yeast bub3, mlh1 rad18, yeast rad50
> CCSC1=C(C)C(=O)c2ccccc2C1=O
 : 74*, 50, 42, 77*, 55, 70*
> COC(=O)C=P(c1ccccc1)(c1ccccc1)c1ccccc1
 : -14, 19, -46, 5, 11, -3
> COC(=O)C1OC(OC)CC(NC(C)=O)C1O (stereo not given)
 : 6, -9, -20, -9, 35, -1
> Cc1ccc(-c2n[nH]c(=O)n2/N=C\c2ccc([N+](=O)[O-])cc2)cc1
 : -12, 7, 4, -12, -42, 34
> O=C(Nc1ccc(Cl)cc1)NS(=O)(=O)c1c(-c2ccccc2)oc2ccccc2c1=O
 : 96*, 96*, 93*, 95*, 95*, 92*
> CC(=O)OC1COC(n2c(-c3ccc(Cl)cc3)cc(-c3ccccc3)c(C#N)c2=S)C(OC(C)=O)C1OC(C)=O (stereo not given)
 : -9, 11, 3, -8, 40, 29
> CCCCCCCNC(=O)C(C)Br (stereo not given)
 : 17, 27, -42, 20, 22, 18
> CN(CC1=C(O)C(=O)C(CN(C)Cc2c(O)ccc3ccccc23)=C(O)C1=O)Cc1c(O)ccc2ccccc12
 : 34, 5, -1, 5, 29, 31
> COc1cc(OC)c2cc(C(=O)c3ccc(C#N)cc3)c(=O)oc2c1
 : 25, -12, 31, 35, 32, 17
> O=c1[nH]cnc2c1ncn2C1OC(CO)C(O)C1O (stereo not given)
 : 13&0, -20&8, 5&-117, 22&15, 5&6, -15&8
> N#CCC(c1ccccc1)(c1ccccc1)c1ccccc1
 : 46, 35, 37, 52, 40, 46
> Cc1c(C)c(C)c(CNNC(=S)Nc2cccc(C(F)(F)F)c2)c(C)c1C
 : 31, 20, 20, -6, 38, 20
> CCN(CC)c1ccc(/C=N\NC(=O)CCCC(=O)N/N=C/c2ccc(N(CC)CC)cc2)cc1
 : -23, 3, -22, 5, -30, -28
> COc1ccc(/C=C/c2nc3ccccc3nc2/C=C/c2ccc(OC)c(OC)c2)cc1OC
 : -13, -13, -43, -4, 8, -53
> SCC1CCCC1
 : 2, -36, -13, -11, -5, 3
> O=C(O)c1ccc(O)c(O)c1O
 : 3, -5, 3, 12, -13, 5
> Nc1cc(F)cc(F)c1[N+](=O)[O-]
 : 53, 0, -15, -2, 80*, 41
> O=C(Oc1cc([N+](=O)[O-])ccc1Cl)Oc1cc([N+](=O)[O-])ccc1Cl
 : 99*, 100*, 98*, 99*, 99*, 98*
> CCC(O)C(CC)CC (stereo not given)
 : -4, -20, 17, -10, 15, 14
> O=C1CSC(c2ccccc2F)N1c1ncccn1 (stereo not given)
 : 1, -7, -21, 8, -1, -3
> COc1cc(O)c(C(C)c2ccccc2)cc1N=NC(N)=O (stereo not given)
 : 19, 16, 33, 43, 45, 17
> COc1ccc2c(c1)c(CC(=O)O)c(C)n2C(=O)c1ccc(Cl)cc1
 : 89*, 48, 81*, 51, 72*, 82*
> Cc1ccc(COCO)c(O)c1
 : -11, 36, -18, 0, -16, -7
> OCC1COc2ccccc2O1 (stereo not given)
 : -6&-4, -2&0, -30&-31, -22&1, -23&-6, -16&6
> CCCN(CCC)c1nc(N)c2ccccc2n1
 : 11, 11, 10, 6, 8, 11
> CCC(C)(O)c1cn(-c2ccc(S(=O)(=O)O)cc2)nn1 (stereo not given)
 : -2, -26, 13, 7, -5, -27
> C=C(C)C(=O)OCC(CC)(COC(=O)C(=C)C)COC(=O)C(=C)C
 : 8, -20, -2, 19, 0, -9
> CN(NS(=O)(=O)c1cccc([N+](=O)[O-])c1)c1ccccc1
 : 97*, 98*, 95*, 99*, 99*, 99*
> OC(CCC(O)(c1ccccc1)c1ccccc1)(c1ccccc1)c1ccccc1
 : -20, -23, -1, -13, 4, 2
> CCOC(=O)COc1c(C)cccc1C
 : -2, 5, 15, 32, 12, 18

A stretch from the list above:
Below each SMILES: sgs1 mgt1, yeast mec2-1, cln2 rad14, yeast bub3, mlh1 rad18, yeast rad50
> CCC(O)C(CC)CC (stereo not given)
 : -4, -20, 17, -10, 15, 14
> O=C1CSC(c2ccccc2F)N1c1ncccn1 (stereo not given)
 : 1, -7, -21, 8, -1, -3
> COc1cc(O)c(C(C)c2ccccc2)cc1N=NC(N)=O (stereo not given)
 : 19, 16, 33, 43, 45, 17
> COc1ccc2c(c1)c(CC(=O)O)c(C)n2C(=O)c1ccc(Cl)cc1
 : 89*, 48, 81*, 51, 72*, 82*
> Cc1ccc(COCO)c(O)c1
 : -11, 36, -18, 0, -16, -7
> OCC1COc2ccccc2O1 (stereo not given)
 : -6&-4, -2&0, -30&-31, -22&1, -23&-6, -16&6
> CCCN(CCC)c1nc(N)c2ccccc2n1
 : 11, 11, 10, 6, 8, 11
> CCC(C)(O)c1cn(-c2ccc(S(=O)(=O)O)cc2)nn1 (stereo not given)
 : -2, -26, 13, 7, -5, -27
> C=C(C)C(=O)OCC(CC)(COC(=O)C(=C)C)COC(=O)C(=C)C
 : 8, -20, -2, 19, 0, -9
> CN(NS(=O)(=O)c1cccc([N+](=O)[O-])c1)c1ccccc1
 : 97*, 98*, 95*, 99*, 99*, 99*
> OC(CCC(O)(c1ccccc1)c1ccccc1)(c1ccccc1)c1ccccc1
 : -20, -23, -1, -13, 4, 2
> CCOC(=O)COc1c(C)cccc1C
 : -2, 5, 15, 32, 12, 18

Next part:
Below each SMILES: sgs1 mgt1, yeast mec2-1, cln2 rad14, yeast bub3, mlh1 rad18, yeast rad50
> O=C(CS)NCCNC(=O)CS
 : 3, -3, -7, -6, 24, 14
> CCC1CC(O)c2ccccc2O1 (stereo not given)
 : -6, -4, 9, 0, -2, -8
> Cc1ccc(NC(=O)CCc2nnc3s/c(=C\C=C\c4ccccc4)c(=O)n23)cc1
 : -1, 30, 7, -14, 16, 14
> CC(=O)OCCOCc1ccc2c(c1)OCO2
 : -8&-6, 3&-16, -8&0, 7&-10, -12&-15, 3&15
> Nc1cc(Cl)c(N)c(Cl)c1
 : -10, -22, 14, -19, -1, 2
> N#Cc1cccc(-c2ccc(-c3ccccc3)o2)c1
 : 27, 27, -7, 61, 20, 32
> NC(=O)CCCCC(N)=O
 : -16, -6, -26, 1, -54, -15
> C/C(=N\NC(=S)N1CCC(C)CC1)c1cccc2cccnc12
 : 83*, -6, 14, 6, 6, 63
> CC1CCC(=C2NC(=S)NC2=O)CC1 (stereo not given)
 : 0, 11, -12, 12, 12, 2
> c1ccc(CNC(Cc2ccccc2)c2ccc(OCc3ccccc3)cc2)cc1 (stereo not given)
 : 4, -18, 12, -10, -11, -15
> Clc1nc(C(Cl)Cl)nc2sc3c(c12)CCCC3
 : 98*, 89*, 78*, 92*, 96*, 98*
> CC(O)COc1ccccc1P(c1ccccc1)c1ccccc1 (stereo not given)
 : -7, -3, 19, 17, 12, 10
> OCC1CC2CC(O)C1C2 (stereo not given)
 : -2, 7, 24, 17, 0, -8
> O=C(O)CCNc1ncnc2nc[nH]c12
 : -33, -13, -35, 24, -20, -66
> C=C(NC(=O)C(=C)NC(=O)c1csc(C2=NC3c4csc(n4)C4NC(=O)c5csc(n5)C(C(C)(O)C(C)O)NC(=O)C5CSC(=N5)/C(=C/C)NC(=O)C(C(C)O)NC(=O)c5csc(n5)C3(CC2)NC(=O)C(C)NC(=O)C(=C)NC(=O)C(=C)NC(=O)C(C(C)C)NC2C=Cc3c(C(C)O)cc(nc3C2O)C(=O)OC4C)n1)C(N)=O (stereo not given)
 : 23, 5, 27, 36, 30, 21

(more compounds)
Codes – A = sgs1 mgt1; B = yeast mec2-1; C = cln2 rad14; D = yeast bub3; E = mlh1 rad18; F = yeast rad50
smiles: CCn1c2ccccc2c2ccc(N=Cc3ccccc3[N+](=O)[O-])cc21
  A = 38	B = 18	C = 13	D = 9	E = 31	F = 41

smiles: Cc1ccc(C)c(NC(=O)Nc2ccc(Nc3ccccc3)cc2)c1
  A = 16	B = 13	C = -18	D = 17	E = 33	F = -6

smiles: CCC(C)(C)c1ccc(OCCO)c([N+](=O)[O-])c1
  A = 74*	B = 0	C = 26	D = 72*	E = 57	F = 77*

smiles: CCOC(=O)CNc1cc(OC)cc2cccnc12
  A = 2	B = -24	C = -24	D = 16	E = -1	F = -7

smiles: CCn1c2ccccc2c2ccc3c(c21)C(=O)c1ccccc1C3=O
  A = -32	B = -18	C = 1	D = -7	E = -16	F = 2

smiles: CC1(C)C(=O)N(CCCCCCN2C(=O)C(C)(C)c3ccccc32)c2ccccc21
  A = 82*	B = 78*	C = 84*	D = 73*	E = 79*	F = 79*

smiles: COc1cc2c(cc1OC)C(C(=O)c1cccc(OC)c1OC)C(=O)N(C)CC2 (stereo not given)
  A = -16	B = -6	C = 1	D = -1	E = 5	F = 5

smiles: Cc1cc(OC(N)=S)cc(C)c1Cl
  A = 8	B = 4	C = -6	D = 3	E = -2	F = 21

smiles: COC(C)CCOC(=O)c1cccc(C)c1 (stereo not given)
  A = 4	B = -7	C = -24	D = 25	E = 2	F = 9

smiles: N#CCCN(N)S(=O)(=O)c1ccc(Cl)cc1
  A = -12	B = -5	C = -6	D = -9	E = -10	F = -12

smiles: CCOC(=O)/N=c1\ss/c(=N\C(=S)N(C)C)n1-c1ccccc1
  A = -6	B = 40	C = 1	D = -15	E = 4	F = -8

smiles: O=c1nc2sc3ccccc3c(=O)n2[nH]1
  A = -3	B = -42	C = 7	D = -12	E = -29	F = -40

smiles: CCN(CC)C(=S)SCCO
  A = 6	B = -11	C = -10	D = -4	E = -2	F = -4

smiles: C=C(C)CCc1ccccc1
  A = 30	B = 1	C = 4	D = 16	E = 19	F = 19

smiles: O=C1Cc2ccccc2CCc2ccccc21
  A = 6	B = -13	C = 23	D = -14	E = 24	F = 13

smiles: NC1=C(O)C(=O)C(c2cccc3ccccc23)O1 (stereo not given)
  A = -15	B = -8	C = -20	D = -2	E = 11	F = -18

smiles: CC(=O)OCC1OC(n2ccc(=O)[nH]c2=O)C(NC(=O)C(F)(F)F)C(OC(C)=O)C1OC(C)=O (stereo not given)
  A = -11	B = -5	C = -11	D = -2	E = -12	F = 2

smiles: COc1ccc(C(OC2OC(n3cnc4c(=S)nc(N)[nH]c43)CC2OC(C)=O)(c2ccccc2)c2ccc(OC)cc2)cc1 (stereo not given)
  A = 11	B = 22	C = -54	D = 23	E = 24	F = 18

smiles: CCSC1OC(C(COC(C)=O)OC(C)=O)C(OC(C)=O)C1NC(=O)OCc1ccccc1 (stereo not given)
  A = -4	B = 6	C = 7	D = 1	E = -18	F = 0

smiles: O=C1/C(=C/c2ccc(Cl)c(Cl)c2)CCC/C1=C\c1ccc(Cl)c(Cl)c1
  A = 3	B = -6	C = 3	D = -4	E = 1	F = 30

smiles: ON1CCCC1
  A = -9	B = -4	C = -7	D = 6	E = 2	F = -1

smiles: COC1OC2COC(C)(C)OC2C1OS(=O)(=O)c1ccc(C)cc1 (stereo not given)
  A = 6	B = 13	C = -17	D = 0	E = 30	F = -2

smiles: CC1=C(C(=O)Nc2cccc3c2C(=O)NC3=O)CC(C(=O)Nc2cccc3c2C(=O)NC3=O)=C(C)N1
  A = -6	B = -19	C = -26	D = -11	E = -26	F = -51

smiles: O=c1c2ccccc2oc2cc([N+](=O)[O-])cc([N+](=O)[O-])c12
  A = -14	B = -16	C = 38	D = 1	E = -61	F = -16

smiles: O=C1Cn2c(cc(=O)c3ccccc32)O1
  A = 6	B = 14	C = -9	D = 10	E = 15	F = 37

smiles: Cc1ccccc1C(N)=O
  A = 11	B = 4	C = -13	D = 13	E = 26	F = 24

smiles: CC(C)CCCC(C)C1CCC2C3C=C(C(=O)O)C(C)(CCC(=O)O)C3CCC12C (stereo not given)
  A = 42	B = 32	C = 8	D = -2	E = 44	F = 45

smiles: Cc1cccc(Cl)c1NC(=O)CC#N
  A = 3	B = 8	C = -75	D = -8	E = 2	F = -8

smiles: Clc1ccccc1CN1CCCC1
  A = 0	B = -3	C = -8	D = 0	E = -1	F = 5

smiles: Nc1cc(F)c(N)c(F)c1
  A = 1	B = 11	C = 1	D = 16	E = 0	F = 6

smiles: Cc1nc(N)nc(C)c1N=Nc1cc(Br)ccc1Br
  A = -15	B = -14	C = -14	D = 0	E = -8	F = 26

smiles: CC(C)(SCc1ccccc1)C(N)C(=O)O (stereo not given)
  A = -33&2	B = -17&10	C = -34&2	D = -31&-3	E = -10&6	F = -7&8

smiles: c1cnc2nc3c4ccccc4c4ccccc4c3nc2c1
  A = 6	B = 4	C = 16	D = 19	E = 42	F = -6

smiles: CN(C)c1cc2c(cc1N)-c1ccccc1C2
  A = 4&-2	B = -4&-17	C = -10&-45	D = 2&-2	E = -27&25	F = -4&-28

smiles: N#CC(C#N)=C(O)/C(=C/c1ccccc1[N+](=O)[O-])NC(=O)c1ccccc1
  A = -4	B = -6	C = 24	D = 2	E = 40	F = 3

smiles: N#CCCNc1cc(Cl)ccc1C(=O)O
  A = -2	B = 0	C = 12	D = 6	E = 11	F = 12

smiles: C/C(CC(C)(C)C)=N/NS(=O)(=O)c1ccc(C)cc1
  A = 10	B = -2	C = 2	D = 5	E = 13	F = 8
